From PubChem
NPY-Y1 PAM-ag: NPY-Y1 receptor potentiators or agonists, primary screen, cell-based. 0.37% of 220,000 active. activation, % at 3.6 µM. Neuropeptide Y receptor type 1 (Homo sapiens), P25929. NPY-Y1 expressing cells, potentiator/agonist activation; in the data active = activation above about 33%, passing the limit was not always enough;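 also: cells stimulated with NPY at EC10 then isoproterenol at EC100; 0% = low agonist plus stimulus and 100% = saturating agonist plus stimulus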
NPY-Y1 antag: NPY-Y1 receptor antagonists, primary screen, cell-based | HEK293-CNG Y1 cells, membrane potential fluorescence; NPY at EC95, then isoproterenol | inhibition, % at 3.6 µM | 1% of 200,000 active | AID 1040, 2008;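 active = inhibition above the campaign mean inhibition of all tested compounds plus 3 SD, cut at about 20% in these data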;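 also: 0% = DMSO wells given NPY plus isoproterenol and 100% = isoproterenol alone without NPY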
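Material: Y1- and CNG-channel-expressing HEK293 cells / Probe or stimulus: NPY 25 nM then isoproterenol 1 µM plus Ro 20-1724 25 µM / Doses: 3.6 µM single dose, DMSO 0.4% / Schedule: compound incubation 1 h at room temperature, readout 45 min post-stimulation / Signal: membrane potential fluorescence / Benchmarks: isoproterenol-only wells as full block versus NPY-plus-isoproterenol wells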
NPY-Y2 PAM-ag: NPY-Y2 potentiators or agonists, primary screen, cell-based; cells expressing NPY-Y2, potentiator/agonist read-out; Neuropeptide Y receptor type 2 (Homo sapiens), P49146; 0.45% of 220,000 active; activation, % at 3.6 µM; in the data active = activation above about 27%;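 also: cells stimulated with NPY near EC25 plus isoproterenol at EC100; 0% = vehicle plus submaximal agonist and 100% = vehicle plus saturating agonist; some results beyond the cut were filed as inactive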
S1P4 agonist: S1P4 receptor agonists, primary screen, cell-based. S1P4-expressing cell line, agonist reporter assay. 0.35% of 220,000 active. activation, % at 4.98 µM; in the data active = activation above about 11%;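 also: 0% = DMSO vehicle and 100% = reference agonist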
BaF3 parental: parental Ba/F3 cell viability inhibition, counter-screen for JAK2V617F inhibitor project, murine pro-B, CellTiter-Glo luminescence. CellTiter-Glo ATP luminescence. inhibition, % at 5.6 µM. 1.1% of 220,000 active. AID 1486, 2009;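 active = inhibition above a per-campaign cutoff, the mean inhibition of all tested compounds plus 3 SD, cut at about 27% in these data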;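 also: 0% = DMSO wells and 100% = JAK Inhibitor I control wells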
RBBP9 inhibitor: human RBBP9 inhibitors, primary screen, biochemical, fluorescence polarization, FP-Rh probe, HTS. 0.2% of 220,000 active. Serine hydrolase RBBP9 (Homo sapiens), O75884. inhibition, % at 7.94 µM. recombinant RBBP9;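 active = inhibition above the campaign mean of all tested compounds plus 3 SD, cut at about 14% in these data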;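 also: plate controls were DMSO wells with RBBP9 for no effect and wells lacking RBBP9 protein for full effect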
Target sequence (O75884 whole entry, looked up): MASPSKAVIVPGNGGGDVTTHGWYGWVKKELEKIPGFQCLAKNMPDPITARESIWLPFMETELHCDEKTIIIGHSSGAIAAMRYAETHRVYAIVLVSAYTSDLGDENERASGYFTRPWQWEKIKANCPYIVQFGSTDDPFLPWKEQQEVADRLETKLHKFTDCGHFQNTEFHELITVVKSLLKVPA
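Controls: DMSO-treated enzyme wells and wells lacking RBBP9 | Material: RBBP9 protein | Technique: Fluorescence polarization | Replication: Single well per compound, no replicates | Buffer or medium: Tris-NaCl-Pluronic buffer, pH 8.0 | Timing: 30 min compound preincubation, 45 min probe labeling, 25 °C | Read-out basis: Percent inhibition from mP, scaled between DMSO and no-protein wells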
Ba/F3 V617F tox: reduced viability of JAK2V617F-dependent Ba/F3 cells, primary screen, JAK2V617F inhibitor project, cell-based, Ba/F3 EpoR-JAK2V617F, luminescence. ATP luminescence. 1.1% of 220,000 active. AID 1446, 2008. inhibition, % at 5.6 µM;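 active = inhibition above the campaign mean plus 3 SD over all tested compounds, cut at about 24% in these data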;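 also: cytokine-independent growth of Ba/F3 cells driven by EpoR plus mutant JAK2; 0% = DMSO-treated cells and 100% = JAK inhibitor I control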
S1P4 antagonist: S1P4 receptor antagonists, primary screen, cell-based | Sphingosine 1-phosphate receptor 4 (Homo sapiens), O95977 | S1P4-expressing cells, antagonist mode, reporter read-out | inhibition, % at 4.98 µM | 0.26% of 220,000 active | AID 1510, 2009; in the data active = inhibition above about 29%;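 also: 0% = wells stimulated with agonist and 100% = vehicle wells without agonist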
Runt-CBFb FRET: inhibitors of RUNX1 Runt–CBFb binding, primary screen, biochemical, FRET, Cerulean-Runt, Venus-CBFb, uHTS; Runt-related transcription factor 1 (Homo sapiens) + Core-binding factor subunit beta …; Cerulean-Runt/Venus-CBFb FRET ratio 530/480, 1 h; inhibition, % at 20 µM; 0.46% of 220,000 active; AID 1496, 2009;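 active = inhibition over about 50% at 20 µM in the single-dose screen, limit read from the data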;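 also: 0% = DMSO wells and 100% = excess unlabeled CBFb competitor control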
Target sequence (Q01196 whole entry, looked up): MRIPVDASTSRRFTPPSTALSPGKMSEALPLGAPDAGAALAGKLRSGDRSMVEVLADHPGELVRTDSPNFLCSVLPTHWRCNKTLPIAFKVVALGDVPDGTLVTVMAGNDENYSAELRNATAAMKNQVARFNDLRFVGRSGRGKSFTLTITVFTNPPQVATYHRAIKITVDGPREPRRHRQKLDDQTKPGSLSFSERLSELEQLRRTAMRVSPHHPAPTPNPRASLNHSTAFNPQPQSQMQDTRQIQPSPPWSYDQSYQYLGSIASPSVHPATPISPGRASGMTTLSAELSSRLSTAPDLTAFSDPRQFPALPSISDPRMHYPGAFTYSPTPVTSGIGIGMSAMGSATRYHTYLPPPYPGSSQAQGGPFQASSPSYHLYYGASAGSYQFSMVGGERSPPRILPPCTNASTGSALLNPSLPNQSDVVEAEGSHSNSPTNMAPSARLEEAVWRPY
Target sequence (Q13951 whole entry, looked up): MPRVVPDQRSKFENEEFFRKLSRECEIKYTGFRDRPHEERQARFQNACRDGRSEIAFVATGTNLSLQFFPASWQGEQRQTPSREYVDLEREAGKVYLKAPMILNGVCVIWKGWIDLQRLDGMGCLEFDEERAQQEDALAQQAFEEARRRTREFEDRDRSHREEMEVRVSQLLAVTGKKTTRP
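test system = Cerulean-tagged RUNX1 Runt domain (FRET donor) fusion protein | reagent = Venus-CBFb binding partner, 100 nM | incubation = protein complex preformed 1 h, compound exposure 1 h, room temperature, dark | detection = FRET fluorescence | read-out basis = loss of energy transfer signal | controls = 5 µM unlabeled CBFb as full-inhibition high control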
The depositor's hits bear a star; · = no result given.

SMILES	NPY-Y1 PAM-ag	NPY-Y1 antag	NPY-Y2 PAM-ag	S1P4 agonist	BaF3 parental	RBBP9 inhibitor	Ba/F3 V617F tox	S1P4 antagonist	Runt-CBFb FRET
COc1ccccc1C(=O)N(Cc1cccs1)C1CCS(=O)(=O)C1 (centres undefined)	-3	0	19	-0.5	1	1	-5	6	0
O=S(=O)(c1ccc(Cl)c(NC(=S)Nc2ccccc2N2CCOCC2)c1)N1CCOCC1	-10	-4	-4	-0.6	8	-7	4	-16	1
COc1cc(S(=O)(=O)Nc2cccc(C(=O)O)c2)c(OC)cc1Cl	14	2	4	0.6	4	-2	-1	16	0
CCn1c(=O)cc(OCC(=O)NCc2ccco2)c2ccccc21	14	-5	0	-1.0	1	1	-4	1	0
Cc1ccc(F)cc1NC(=O)N1c2ccccc2NC(=O)CC1C (centres undefined)	-10	·	8	-0.7	-1	-5	-2	-3	-1
Cn1c(=O)c2c(nc(CN3CCN(Cc4ccccc4)CC3)n2Cc2ccc(Cl)cc2)n(C)c1=O	-4	9	-10	-1.9	5	-6	-2	-6	-8
Nc1nnnn1/N=C/c1ccccc1OCc1ccc(Cl)cc1Cl	-29	8	1	2.6	4	-5	-2	-13	-4
O=C(O)C1CCCCC1C(=O)Nc1ccc(Cl)cc1 (centres undefined)	2	7	-8	1.7	2	-3	-5	8	3
CC(NC(=O)C1CCCO1)c1ccccc1 (centres undefined)	-16	-3	-11	-2.1	1	-14	-1	-21	0
COc1cc(-c2noc(-c3cccc(Cl)c3)n2)cc(OC)c1OC	-8	-5	10	-0.4	1	7	-2	-15	-2
Cc1sc(NC(=O)c2ccco2)c(C(c2cccnc2)N2CCCC2)c1C (centres undefined)	10	-3	-4	-2.9	6	-3	-5	20	12
O=c1[nH]ncn1-c1cccc(C(F)(F)F)c1	11	2	-6	-3.2	2	-9	5	-36	-2
C#CC[N+](C)(C)CCCCCCCCCC	-12	0	1	3.4	79*	1	79*	-13	0
Cc1nc(SCC(=O)c2ccccc2)c(C#N)c(-c2ccco2)c1C(=O)NCc1ccco1	-2	7	8	-2.0	0	8	-3	2	-2
CC(=O)NC1CC2CCCC(C1)N2CC(=O)NCc1ccc(F)cc1 (centres undefined)	-5	3	8	0.2	0	2	-4	2	1
O=C(CCN1C(=O)/C(=C/c2cccs2)SC1=S)NNC(=O)c1cccc(O)c1	7	-4	7	1.6	0	-21	-6	-17	-3
COc1cc(C)c(Cl)c(C)c1S(=O)(=O)NC1CC(C)(C)NC(C)(C)C1	18	2	10	0.3	12	-3	1	-5	-1
Clc1ccc(Cn2ncc3c(N4CCCCC4)ncnc32)c(Cl)c1	0	1	11	0.0	2	2	-5	-4	-3
O=C(CSc1ncnc2ccccc12)Nc1cccc(S(=O)(=O)N2CCOCC2)c1	-9	-4	-14	-0.5	4	-10	3	-36	1
O=C(c1ccccc1)N1CCN(c2ccc(Cl)cc2)CC1	13	-2	-12	-1.8	3	-6	4	-2	-1
COc1cccc(NC(=O)CSc2nnc(-c3cccs3)n2C)c1	-3	2	-7	-1.5	2	-6	-2	-18	-1
CCCSc1nnc2n(-c3ccccc3OC)c(=O)c3c4c(sc3n12)CCC4	-18	-4	-5	3.2	5	-4	2	-13	-1
CC1CSc2n(-c3cccc(C(F)(F)F)c3)cc(-c3ccccc3)[n+]21 (centres undefined)	-27	1	-12	-0.3	84*	-11	56*	-11	-22
O=C(CN1C(=O)CC(c2ccco2)Sc2ccccc21)Nc1ccc2c(c1)OCCO2 (centres undefined)	-8	-2	2	1.4	4	-3	10	-18	33
Cc1ccccc1Cn1cc(NC(=O)c2cc(C3CC3)on2)cn1	12	·	-5	-0.2	5	-1	12	3	4
Cc1cccc(NC(=O)NCCc2ccc(Cl)cc2)c1	4	1	9	-0.1	8	-7	-1	-7	-2
C=CCN1C(=O)/C(=N/n2cnnc2)c2ccccc21	12	0	-3	1.1	-1	-5	-2	-27	2
CCOC(=O)c1oc2nc(CC(C)C)c3c(c2c1N)CCCC3	1	·	-31	0.8	-2	-4	3	-3	-5
CCOC(=O)c1sc(-c2ccccc2)cc1NC(=O)c1ccc(S(=O)(=O)N(CCOC)CCOC)cc1	23	-4	-16	1.2	5	1	0	-29	1
Cc1c(NC(=O)C(C)NCC2CCCO2)c(=O)n(-c2ccccc2)n1C (centres undefined)	0	-1	3	-0.9	1	-5	7	-1	-3

Rewritten as labelled records: entries from further up
O=C(CN1C(=O)CC(c2ccco2)Sc2ccccc21)Nc1ccc2c(c1)OCCO2 (centres undefined)
  NPY-Y1 PAM-ag = -8
  NPY-Y1 antag = -2
  NPY-Y2 PAM-ag = 2
  S1P4 agonist = 1.4
  BaF3 parental = 4
  RBBP9 inhibitor = -3
  Ba/F3 V617F tox = 10
  S1P4 antagonist = -18
  Runt-CBFb FRET = 33
COc1cc(C)c(Cl)c(C)c1S(=O)(=O)NC1CC(C)(C)NC(C)(C)C1
  NPY-Y1 PAM-ag = 18
  NPY-Y1 antag = 2
  NPY-Y2 PAM-ag = 10
  S1P4 agonist = 0.3
  BaF3 parental = 12
  RBBP9 inhibitor = -3
  Ba/F3 V617F tox = 1
  S1P4 antagonist = -5
  Runt-CBFb FRET = -1
CCCSc1nnc2n(-c3ccccc3OC)c(=O)c3c4c(sc3n12)CCC4
  NPY-Y1 PAM-ag = -18
  NPY-Y1 antag = -4
  NPY-Y2 PAM-ag = -5
  S1P4 agonist = 3.2
  BaF3 parental = 5
  RBBP9 inhibitor = -4
  Ba/F3 V617F tox = 2
  S1P4 antagonist = -13
  Runt-CBFb FRET = -1

New compounds follow.
SMILES	NPY-Y1 PAM-ag	NPY-Y1 antag	NPY-Y2 PAM-ag	S1P4 agonist	BaF3 parental	RBBP9 inhibitor	Ba/F3 V617F tox	S1P4 antagonist	Runt-CBFb FRET
CC(C)[C@H](NC(=O)c1ccco1)C(=O)NC12CC3CC(CC(C3)C1)C2	-3	4	-3	0.7	7	-5	5	-9	-1
Cc1nn(C)c(C)c1CNC(=O)Nc1cccc(Cl)c1	-1	1	3	2.2	13	0	1	-15	0
N#Cc1nc(-c2ccc(OCc3ccc(Cl)cc3)cc2)oc1N1CCOCC1	16	-4	6	0.2	8	-5	-3	-14	-1
CCc1ccccc1Nc1nc2ccccc2n1CC	11	2	-1	1.4	6	-1	3	4	0
COc1ccc(-n2ncc3c(NCCCn4ccnc4)ncnc32)cc1	-13	2	-6	1.1	1	2	0	-3	·
Cc1ccc(N2CCN(c3ccc(NCc4nc5ccccc5n4C)cc3)CC2)cc1	15	1	6	2.0	6	-3	-1	-9	0
O=C(NCCCn1ccnc1)/C(=C/c1ccco1)NC(=O)c1ccco1	18	·	21	3.8	2	-6	-3	-6	1
O=C(O)c1cccc(NC(=O)c2cccc(NC(=O)C3CCCO3)c2)c1 (centres undefined)	5	-5	11	0.8	-2	-6	-4	-13	-2
O=C(NC1c2ccccc2-c2ccccc21)N1CCOCC1	11	-5	17	-1.1	-1	3	-4	-2	1
CCCc1cc(=O)[nH]c(SCC(=O)Nc2nonc2N)n1	-2	7	3	3.8	-2	1	-3	-14	2
CC(C)(C)c1ccc(N2C(=N)SCC2=O)cc1	-19	·	16	-0.1	-1	-10	2	10	0
CCOC(=O)NC(=O)/C(C#N)=N\Nc1cccc(OC)c1	-14	7	-7	-0.4	9	-10	1	-11	0
CCOc1ncccc1C(=O)Nc1ccc(-c2cn3ccsc3n2)cc1	-7	-1	-3	0.5	10	1	-2	-16	1
CC(Nc1ccc(Br)cc1)C(=O)N/N=C/c1ccccc1OCc1ccccc1 (centres undefined)	-6	-1	-4	0.7	2	-7	-4	-5	3
Cc1cc(C)cc(N(CC(=O)NC2CCCCC2)C(=O)c2ccc(C)s2)c1	-13	5	-6	1.4	6	2	6	3	·
CC(C(=O)Nc1cc(C(F)(F)F)ccc1N1CCOCC1)N1C(=O)C2CC=CCC2C1=O (centres undefined)	-8	5	3	0.5	4	1	-1	-36	-4
O=C(Cn1c(-c2cscn2)nc2ccccc21)Nc1ccccc1F	-19	-1	-16	0.2	5	-3	-3	-10	-1
COCCNC(=O)c1c(N)n(/N=C/c2cccs2)c2nc3ccccc3nc12	15	6	0	-0.7	7	-2	1	1	62*
COCC(=O)OCC(=O)Nc1ccc(Cl)cc1[N+](=O)[O-]	-8	-5	-3	-0.3	1	-2	-3	-23	0
CC(=O)NC1(C(F)(F)F)C(=O)Nc2c1c(=O)[nH]c(=O)n2CC(C)C (centres undefined)	11	8	-8	1.1	6	0	0	9	1
COc1cc2[nH]c(=O)n(C3CCCCC3)c(=O)c2cc1OC	20	-2	7	-2.6	7	-4	-1	4	1
CCOC(=O)c1ccc(NC(=O)CSc2nc3sc(C(=O)O)c(C)c3c(=O)[nH]2)cc1	-15	4	10	0.3	1	1	-1	13	0
CCN(CC)C(=O)COc1cccc2ccccc12	10	0	-2	-0.9	0	-1	-3	2	-1
CC(=O)N/N=C/c1cc2c(cc1[N+](=O)[O-])OCO2	-5	0	-8	0.9	-4	6	-3	-22	18
CC(NC(=O)CSc1n[nH]c(=O)[nH]c1=O)C1CC2CCC1C2 (centres undefined)	-5	·	2	0.9	1	-12	-2	-4	1
Cn1cnnc1SCC(=O)c1ccc2c(c1)OCCO2	-1	4	6	1.1	2	1	-2	-1	-1
O=C(CCC(=O)c1ccccc1)Nc1cccnc1	0	-6	4	1.0	5	-2	2	0	1
Cc1c(Nc2cc(=O)oc3ccccc23)c(=O)n(-c2ccccc2)n1C	14	-2	-1	0.8	-1	-3	-2	-27	0
COc1cc(OC)cc(C(=O)N[C@H](C(=O)N2CCc3ccccc32)C(C)C)c1	13	3	19	-0.2	6	-5	2	-19	-2
O=C(c1ccccc1)N1CCN(C(=O)c2ccncc2)CC1	-3	-5	0	1.6	8	-8	3	-11	·
COC(=O)/C(=C/c1ccccc1)NC(=O)c1ccco1	4	-5	-5	3.4	1	-6	-1	-9	-2
O=C(O)c1cc2cc(OCc3ccccc3)ccc2[nH]1	4	-5	2	-0.3	-3	-6	-7	-5	-2
COc1ccc2c(c1)C1=NN(/C(C)=C/C(C)=O)C(c3cccc(F)c3)C1CC2 (centres undefined)	-8	-1	-25	1.1	1	-6	-2	-9	2
c1ccc(CNCCN2CCNCC2)nc1	8	13	1	1.2	3	-7	-2	2	2
Cc1ccc(S(=O)(=O)NCC2CCC(C(=O)NCCCOC(C)C)CC2)cc1 (centres undefined)	-18	-1	-13	2.8	7	-1	5	-4	-2
Clc1cc2cccnc2c2ccccc12	-11	3	-5	1.5	0	-5	0	-3	-3
